High-throughput results as filed in PubChem BioAssay.
GAA glycogen: inhibitors or activators of human alpha-glucosidase glycogen cleavage; P10253; recombinant GAA, glycogen substrate, Amplex Red glucose oxidase fluorescence; 300,000 tested, 0.38% active; AID 2100; Potency, µM (doses to about 76.4 µM), for the others: at the top dose activity change, negative = inhibition, hits mostly inhibitors;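 also: 0% = full enzyme reaction and -100% = no-enzyme basal signal; the screen sought inhibitors and activators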
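Recombinant human enzyme (4 nM); glycogen substrate; 37 C, 40 min, pH 5.0. Readout: coupled glucose oxidase/Amplex Red fluorescence.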
SMN2 splice up: increases expression of the SMN2 splice variant. HEK293 SMN2-luciferase splicing reporter, luminescence, 30-36 h. Potency, µM (highest dose often 46.1 µM), for inactives: at the highest dose activity change, positive = activation, actives largely listed as activators. 210,000 tested, 2.8% active; also: % of control where 0% means no effect; nearly all actives have a fitted effect of over 55% in size
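HEK293 cells carry an SMN2 […]–luciferase reporter in which exon 7 inclusion puts luciferase in frame. Cells were plated 10-12 h before compound addition, then incubated 30-36 h at 37C. ONE-Glo luminescence was read; sodium butyrate at 4.5 mM final served as control.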
ALDH1A1 block: ALDH1A1 (human) enzyme inhibition. 220,000 tested, 7.3% active. AID 1030. P00352. Purified ALDH1A1, NADH fluorescence, propionaldehyde substrate. Potency, µM (doses to about 75.3 µM), for the others: at the top dose activity, negative = inhibition, most hits filed as inhibitors; active = well fitted inhibition curve with a large enough effect, not every such curve was filed as active; inconclusive = small, poorly fitted or top-dose-only effect, or another doubt; inactive = no such curve, though single readings can be large or run the other way;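 also: plate controls were no enzyme wells and a reference inhibitor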
GAA inh: alpha-glucosidase (human) inhibition; P10253; 200,000 tested, 0.005% active; Potency, µM (titrated, usually from 76.9 µM), for the others: top-dose activity change, negative = inhibition, actives largely listed as inhibitors; purified human GAA, 4-MU-alpha-glucoside fluorescence;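 also: plate controls were uninhibited enzyme wells for no effect and no-enzyme background for full effect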
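Activity normalized between no-enzyme (basal) and enzyme-only wells. Conditions: 4 nM human enzyme, 400 uM fluorogenic substrate, citrate/phosphate pH 5.0 with Tween-20, 20 min room temperature, compounds up to 77 uM.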
GoLoco inh red: blocks human Gai1 binding to RGS12 GoLoco peptide, red readout; Gai1:RGS12 GoLoco peptide FP, rhodamine, 10 min; 230,000 tested, 0.44% active; AID 880; P63096; Potency, µM (doses to about 61.6 µM), for inactives: at the highest dose activity, negative = inhibition, usual class: inhibitors; active = well fitted inhibition curve with a large enough effect, not every such curve was filed as active; inactive = no such curve, though single readings can be large or run the other way; also: % is scaled to controls: 0 for no effect and ±100 for the full control effect; nearly all actives have a fitted effect of over 30% in size; many of its hits are not listed in these tables
Target sequence (P63096 whole entry, looked up): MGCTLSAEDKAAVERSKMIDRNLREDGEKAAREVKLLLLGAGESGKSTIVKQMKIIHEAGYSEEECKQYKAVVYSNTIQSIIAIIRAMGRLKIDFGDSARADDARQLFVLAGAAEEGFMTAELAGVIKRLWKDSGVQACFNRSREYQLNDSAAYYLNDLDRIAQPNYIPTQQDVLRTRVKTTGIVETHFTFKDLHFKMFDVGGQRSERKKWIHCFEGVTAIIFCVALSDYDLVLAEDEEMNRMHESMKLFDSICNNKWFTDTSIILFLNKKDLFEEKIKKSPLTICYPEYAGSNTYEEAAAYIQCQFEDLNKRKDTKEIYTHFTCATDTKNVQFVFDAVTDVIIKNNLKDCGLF
GLA spleen mod: inhibitors or activators of human alpha-galactosidase in spleen homogenate; P06280; human spleen homogenate, 4MU-alpha-Gal fluorescence, 40 min; Potency, µM (doses to about 80 µM), inactives show top-dose activity change, negative = inhibition, actives largely listed as inhibitors; 240,000 tested, 0.008% active;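 also: 0% = enzyme with vehicle and -100% = no enzyme basal signal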
Target sequence (P06280 32-429 limits assumed): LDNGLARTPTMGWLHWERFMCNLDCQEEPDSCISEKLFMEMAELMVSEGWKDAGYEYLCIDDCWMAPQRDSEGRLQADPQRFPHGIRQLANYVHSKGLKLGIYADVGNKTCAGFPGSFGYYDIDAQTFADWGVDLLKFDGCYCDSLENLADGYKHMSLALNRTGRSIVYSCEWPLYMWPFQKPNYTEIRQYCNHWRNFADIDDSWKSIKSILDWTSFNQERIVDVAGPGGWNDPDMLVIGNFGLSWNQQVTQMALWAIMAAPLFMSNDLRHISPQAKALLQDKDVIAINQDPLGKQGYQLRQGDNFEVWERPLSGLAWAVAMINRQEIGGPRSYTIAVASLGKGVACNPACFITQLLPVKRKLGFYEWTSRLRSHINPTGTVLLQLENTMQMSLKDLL
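Fluorogenic readout (Ex 365/Em 440 nm) of 4-methylumbelliferone released from 1 mM 4-MU-alpha-galactoside by spleen homogenate, 40 min at 37C, pH 5.0. Data normalized to no-enzyme and enzyme controls; Hill-equation AC50 from compound titrations.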
GAA spleen mod: inhibits or activates alpha-glucosidase in human spleen homogenate. human spleen homogenate, 4-MU-alpha-glucoside fluorescence. Potency, µM (highest dose often 79.9 µM), without a hit: top-dose activity change, negative = inhibition, actives largely listed as inhibitors. 240,000 tested, 0.006% active. AID 2112;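 also: 0% = enzyme with vehicle and -100% = no enzyme basal signal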
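Enzyme source: human spleen homogenate, 1 ug/well. Buffer 50 mM citric acid/K phosphate pH 5.0, 0.01% Tween-20. 4-MU-alpha-glucoside 1 mM; 37 C x 40 min; NaOH/glycine stop; fluorescence.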
JMJD2E inh: JMJD2E (human) inhibition. Potency, µM (doses to about 57.1 µM), without a hit: at the highest dose activity change, negative = inhibition, actives largely listed as inhibitors. 230,000 tested, 1.6% active. AID 2147. B2RXH2. JMJD2E catalytic domain, FDH-coupled NADH fluorescence (FDH is formaldehyde dehydrogenase); active = well fitted inhibition curve with a large enough effect, not every such curve was filed as active; inconclusive = small, poorly fitted or top-dose-only effect, or another doubt; inactive = no such curve, though single readings can be large or run the other way;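 also: 0% = wells with enzyme and -100% = buffer wells without enzyme; nearly all actives have a fitted effect of over 50% in size; many of its hits are not listed in these tables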
Target sequence (B2RXH2 1-337 limits assumed): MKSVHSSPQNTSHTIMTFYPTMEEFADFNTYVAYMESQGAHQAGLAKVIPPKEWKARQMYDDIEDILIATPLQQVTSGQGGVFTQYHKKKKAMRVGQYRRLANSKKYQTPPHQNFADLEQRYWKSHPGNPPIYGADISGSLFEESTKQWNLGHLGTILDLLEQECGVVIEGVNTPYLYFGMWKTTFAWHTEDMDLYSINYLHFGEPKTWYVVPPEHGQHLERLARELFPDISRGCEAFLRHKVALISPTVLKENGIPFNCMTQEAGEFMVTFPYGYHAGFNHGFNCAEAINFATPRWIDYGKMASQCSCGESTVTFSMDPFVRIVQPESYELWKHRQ
Numbers without * were called inactive; ? = inconclusive; nt = no result given; & = joins results of further samples; [ ] = dose if it differs, or a comment. Unless noted, calls follow the shape of the dose curve; as a rule, active = well fitted curve in the direction sought with a large enough effect; inconclusive = small, poorly fitted or top-dose-only effect, or another doubt; inactive = no such curve, though single readings can be large; an effect the other way counts as inactive or inconclusive. Potency is read from the fitted curve at half-maximal effect. A portion of the library (hit frequency here may not be typical).

Results follow in this order: GAA glycogen	SMN2 splice up	ALDH1A1 block	GAA inh	GoLoco inh red	GLA spleen mod	GAA spleen mod	JMJD2E inh
Cc1ccc2[nH]c(=O)c(CN(CC3CCCO3)C(=O)c3ccncc3)cc2c1 (configuration not stated)
    2%	-5%	-7%	-9%	-5%	4%	-9%	?
Cc1cc(C)cc(-n2c(=O)c3sccc3n(CC(=O)NCc3ccco3)c2=O)c1
    0%	10%	11%	-1%	-26%	4%	2%	-2%
O=C(O)c1ccc2c(c1)N(Cc1cccc(F)c1)C(=O)CS2
    2%	-6%	7%	-6%[15.4 µM]	9%	-1%	0%	0%
CCCC(=O)OCC(=O)NCc1ccc(Cl)cc1
    5%	0%	5%	11%	2%	4%	-8%	8%
CCOC(=O)c1c(-c2ccc(OC)cc2)csc1NC(=O)COc1ccc2c(C)cc(=O)oc2c1
    4%	-25%	8%	6%	5%	-4%	-1%	2%
CC1CCc2c(C(=O)Nc3ccc(N4CCOCC4)cc3)csc2C1 (configuration not stated)
    3%	nt	7%	?	1%	4%	-15%	1%
CCOC(=O)CSc1nc2c(sc3ccc([N+](=O)[O-])cc32)c(=O)n1Cc1ccco1
    -7%	7%	?	-5%	4%	0%	-2%	-4%
O=C1CN(C(=O)CSc2nnc(C3CC3)n2-c2ccccc2)c2ccccc2N1
    -6%	6%	?	-8%	1%	6%	3%	-3%
COc1ccc(N2C(=O)CC(SCC(=O)O)C2=O)cc1 (configuration not stated)
    -1%	8%	?	0%	4%	-8%	-4%	2%
O=C(Nc1cccnc1)c1cccc(S(=O)(=O)N2CCc3ccccc32)c1
    -11%	-33%[inhibitor]	?	-6%	-1%	-4%	-2%	2%
Cc1ccc(/C=N/NC(=O)C2CCN(Cc3ccc(F)cc3Cl)CC2)o1
    -7%	-7%	?	-5%	-17%	-8%	-8%	-5%
CCOc1cc(C(N)=O)cc(Cl)c1OCc1ccccc1
    20%	2%	10%	7%	11%	11%	0%	?
COc1ccc2nc(C)c3c(c2c1)OC(C(C)(Cl)Br)C3 (configuration not stated)
    -1%	nt	nt	nt	7%	-7%	-3%	-23%
O=C(N/N=C/c1ccc(O)cc1)/C(=C/c1ccc([N+](=O)[O-])cc1)NC(=O)c1ccccc1
    6%	-12%	-5%	?	2%	?	-6%	2%
CC(C)C(=O)Nc1ccc(S(=O)(=O)Nc2nccc(/C=C/c3ccccc3)n2)cc1
    11%	1%	?	4%	14%	-7%	6%	-25%
O=c1c2ccccc2nc2c3ccccc3c(NCc3ccccn3)nn12
    -11%	5%	?	?	45%[activator]	1%	3%	?
N#C/C(=C/Nc1ccccc1C(=O)O)C(N)=O
    2%	nt	nt	nt	-4%	-4%	7%	-7%
N#Cc1nc(COc2ccc(Cl)cc2Cl)oc1N1CCN(c2ccccc2)CC1
    -5%	21%	0%	-4%	-3%	2%	-2%	2%
COC(CNC(=O)c1ccc2c(c1)nc(C)n2-c1ccc(F)c(F)c1)OC
    5%	6%	-5%	1%	-9%	4%	-6%	-4%
Cc1cc(C)c2c(CC(=O)O)coc2c1
    4%	-1%	-4%	1%	0%	-1%	4%	0%

(further entries)
Results follow in this order: GAA glycogen	SMN2 splice up	ALDH1A1 block	GAA inh	GoLoco inh red	GLA spleen mod	GAA spleen mod	JMJD2E inh
COC(=O)[C@@]1(Cc2ccc(OC)cc2)[C@H]2c3cc(C(=O)N(C)C)n(CCN4CNCC4=O)c3C[C@H]2CN1C(=O)c1ccccc1
    nt	-6%	-9%	nt	10%	0%	8%	?
COc1ccc(N=Nc2cnc(C)nc2-c2ccccc2)cc1
    -16%	1%	-13%	-7%	5%	1%	2%	-2%
CCOC(=O)c1cc2c3ccccc3n(CC)c2nc1N
    11%	-14%	?	?	-6%	15%	11%	?
C=CCN1C(=S)N[C@@H]2CS(=O)(=O)C[C@@H]21
    -4%	nt	nt	nt	13%	8%	0%	13%
Cc1nn(Cc2c(Cl)cccc2Cl)c(Cl)c1/C=C/C(=O)OCC(=O)NCC(F)(F)F
    5%	-25%	11%	2%	0%	-4%	-9%	2%
CCOc1ccc2nc(NS(=O)(=O)c3ccc4c(c3)n(C)c(=O)n4C)sc2c1
    5%	22%	?	-3%	-2%	-17%	-10%	4%
Cc1nc2cc3nc(C)sc3cc2s1
    9%	?	1.8µM*	2%	-16%	11%	3%	-7%
CN(CCc1ccccn1)C(=O)c1cccnc1Oc1ccc(Cl)cc1
    3%	nt	nt	nt	1%	-3%	-2%	3%
COc1ccc(-c2nnn(CC(=O)N(Cc3ccccc3Cl)C(C(=O)NCC3CCCO3)c3ccco3)n2)cc1 (configuration not stated)
    7%	-3%	4%	-11%	1%	10%	-8%	3%
CCC(=O)Nc1cc(=O)[nH]c2ncnn12
    -2%	-3%	-10%	-2%	-5%	-2%	3%	5%
COc1cc(Cl)c(C)cc1NC(C)C(=O)Nc1cc(C(F)(F)F)ccc1N1CCOCC1 (configuration not stated)
    -11%	-22%	2%	-12%	6%	11%	2%	0%
O=C(CCCn1c(SCc2cc(=O)n3cc(Cl)ccc3n2)nc2ccccc2c1=O)NCC1CCCO1 (configuration not stated)
    -1%	nt	nt	nt	-9%	-4%	-3%	?
C=C(C)COc1ccc(-c2nc(N)nc(C)c2Oc2ccccc2OC)c(O)c1
    -3%	-20%	-4%	-5%	10%	-4%	-5%	-3%
N#Cc1ccc(NC(=O)COC(=O)CNC(=O)C2CCCCC2)cc1
    9%	-5%	0%	1%	-17%	8%	2%	7%
COc1ccc(N(C(=O)c2cc3ccccc3oc2=O)C2C=CS(=O)(=O)C2)cc1 (configuration not stated)
    3%	3%	-10%	-4%	1%	4%	nt	3%
CN(CC(=O)NCCN1CCN(c2ccccc2)CC1)S(=O)(=O)c1ccc2c(c1)CCC(=O)N2
    25%	-17%	0%	0%	-3%	5%	7%	-2%
CCOC(=O)c1ccccc1NS(=O)(=O)c1ccc(OCC)cc1
    ?	-15%	-1%	-12%	1%	-18%	-7%	?
O=C(NC1CCCc2ccccc21)C1CCCN(S(=O)(=O)c2cnc[nH]2)C1 (configuration not stated)
    4%	0%	12%	-6%	-6%	2%	-1%	6%
CSc1ccc(/C=c2\s/c(=C\C(=O)C(C)(C)C)n(CC(=O)NCCC3=CCCCC3)c2=O)cc1
    -3%	-2%	0%	-9%	11%	2%	4%	5%
O=C(CSc1nnc2c(Cl)cc(Cl)cn12)N1CCN(c2ccc(F)cc2)CC1
    -1%	-38%	-11%	4%	0%	3%	0%	-7%

The list continues.
Results follow in this order: GAA glycogen	SMN2 splice up	ALDH1A1 block	GAA inh	GoLoco inh red	GLA spleen mod	GAA spleen mod	JMJD2E inh
C=CCn1c(O)c(N=NC(=O)c2ccccc2NS(=O)(=O)c2cccs2)c2ccccc21
    0%	nt	4.5µM*	5%	nt	3%	-2%	-4%
O=C(Cn1nc(-c2ccc(Cl)cc2)ccc1=O)NCCN1CCOCC1
    10%	-2%	2%	-14%[15.4 µM]	5%	-5%	-2%	-14%
CSc1ccc(C(C(C(=O)c2cccs2)N2CCOCC2)N2CCOCC2)cc1 (configuration not stated)
    6%	14%	?	-2%	-13%	-7%	-8%	4%
O=C(NCc1ccco1)C1CC(=O)N(CCc2ccccc2)C1 (configuration not stated)
    -5%	8%	22µM*	2%	-1%	13%	9%	?
CC(C)N(C)C(=O)C(=O)c1cccn1-c1cccc(Cl)c1C#N
    -7%	-10%	-3%	10%	4%	-1%	-19%	3%
CCOC(=O)c1cc(C(=O)c2cccs2)n2ccc(C(C)=O)cc12
    12%	-16%	?	-4%	4%	-3%	-1%	-17%
S=c1[nH]cc(-c2ccccc2)[nH]1
    ?	nt	nt	nt	-11%	18%	4%	?
CN(C)/C=C1/Nc2ccccc2C1=O
    -1%	14%	25µM*	-3%	-25%	-4%	-6%	435%
CS(=O)(=O)n1nc(-c2ccco2)nc1N
    9%	14%	-3%	15%	8%	-5%	-2%	-2%
O=c1cc(N2CCCCCC2)[nH]c(=O)n1-c1ccc(Cl)cc1
    2%	nt	-4%	nt	0%	0%	-1%	-6%
O=C(CN1C(=O)C(=O)N(Cc2ccco2)C1=O)c1c[nH]c2ccccc12
    -2%	nt	-8%	2%	8%	4%	-1%	-8%
Cc1occc1-c1nnc(SCC(=O)Nc2ccccc2N2CCCCC2)n1C
    -8%	-10%	?	1%	-1%	3%	-2%	-3%
COc1ccccc1Nc1nc(Cl)nc(Nc2ccccc2OC)n1
    -7%	-33%[inhibitor]	?	-6%	-9%	5%	3%	?
COc1ccc(OC)c(NC(=O)COC(=O)/C=C/c2ccc(Cl)cc2)c1
    11%	10%	13%	?	-5%	-7%	-3%	8%
Cc1cccc(N=N/C(=C\O)C(=O)c2cccs2)c1
    3%	-43%[inhibitor]	8.9µM*	-9%	9%	9%	-1%	-2%
Cc1cc2ccccc2c(=O)n1CC(=O)NCC1COc2ccccc2O1 (configuration not stated)
    7%	-7%	?	4%	-3%	8%	6%	?
CCN(CC)CCOc1ccc2nc(N(C)C)sc2c1
    3%	-25%	-4%	-12%	2%&-7%	-1%	-12%	-4%
Clc1ccc(-c2nnc(Sc3nc4ccccc4o3)c3ccccc23)cc1
    4%	8%	1%	-7%[15.4 µM]	17%	15%	-5%	6%
C=CCNC(=S)N/N=C(\C)c1cccc(OC)c1
    -15%	0%	32%[activator]	-3%	12%	0%	0%	3%
NC1=NCCN1CC(=O)O
    nt	-3%	9%	nt	1%	-3%	6%	7%

Later entries:
Results follow in this order: GAA glycogen	SMN2 splice up	ALDH1A1 block	GAA inh	GoLoco inh red	GLA spleen mod	GAA spleen mod	JMJD2E inh
Cc1ccc2nc3c(cc(C(=O)NCC4CCCO4)n3C)c(=O)n2c1 (configuration not stated)
    5%	-34%	?	nt	-2%	?	11%	?
O=C1CN(C(=O)C2CCCC2)CCN1
    -4%	4%	2%	8%	4%	2%	8%	-6%
Cn1c(CC(=O)Nc2ccccc2)n[nH]c1=S
    -6%	nt	-13%	9%	-2%	0%	3%	-11%
Cc1ccccc1-n1c(C)cc(/C=C2\NC(=O)NC2=O)c1C
    ?	-9%	1%	7%	7%	12%	11%	-7%
Cc1cc(O)cc(O)c1C(=O)Cc1cnn(-c2ccccc2)c1
    -5%	-16%	-4%	4%	1%	-4%	-5%	-17%
Cc1occc1C(=O)Nc1c(F)c(F)c(F)c(F)c1F
    1%	-6%	-12%	8%	18%	8%	9%	-5%
